# From PubChem
# SV40 large T antigen = SV40 large T antigen inhibitors, biochemical (AID 1903); SV40 large T antigen ATPase/helicase inhibition assay; higher % means a stronger effect; one-dose inhibition, % at 20 µM; IC50 in µM for titrated hits; hit rate 0.39% among 310,000; in the data active = a potency from the dose series; inconclusive = inhibition mostly from about 32% at the one dose, without a potency; inactive = the rest, 99 in 100 with inhibition below about 32%; also: strong numbers were not always called active
# LYP inhibition = inhibitors of LYP phosphatase, biochemical, fluorescence intensity, uHTS (AID 1779). Tyrosine-protein phosphatase non-receptor type 22 (Homo sapiens). recombinant LYP phosphatase, fluorescence intensity; higher % means a stronger effect. inhibition, % at 11.5 µM; hits with a dose series show IC50 in µM. hit rate 0.054% among 290,000; in the data active = inhibition above about 50%;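 also: plate controls were vehicle with enzyme for no effect and no enzyme for full effect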
# MgcRacGAP inhibition = MgcRacGAP GTPase-activating activity inhibitors, confirmation, biochemical, ADP Hunter fluorescence. Rac GTPase-activating protein 1 (Homo sapiens). MgcRacGAP-stimulated Rac1 GTP hydrolysis, ADP Hunter fluorescence; higher % means a stronger effect; GST-tagged Rac1 F28L mutant substrate. inhibition, % at 30 µM; hits with a dose series show IC50 in µM. hit rate 0.6% among 340,000;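 active = first-screen hits whose inhibition reached a set limit at any dose in the follow-up dose series; inconclusive = inhibition above the set first-screen limit but never retested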;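 also: fluorescence reports GDP produced by GAP-driven GTP hydrolysis; strong numbers were not always called active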
# NS5 inhibitors = Dengue-2 NS5 methyltransferase inhibitors, primary screen, biochemical, confirmation dose response (AID 588689); Dengue-2 NS5 methyltransferase capping enzyme assay, biochemical; higher % means a stronger effect; hit rate 0.3% among 340,000; inhibition, % at 25 µM, or IC50 in µM where a hit was titrated; Genome polyprotein (Dengue virus type 2 (strain 16681-PDK53)); in the data active = a potency from the dose series; inconclusive = inhibition above about 29% without an active follow-up result
# West Nile antiviral = West Nile virus antiviral activity, cell-based, CPE readout (AID 1621); West Nile virus-infected cells, CPE inhibition; higher % means a stronger effect; CPE inhibition, % at 10 µM, or IC50 in µM where a hit was titrated; hit rate 0.02% among 290,000; in the data active = a potency from the dose series; inconclusive = CPE inhibition mostly from about 3.7% at the one dose, without a potency; inactive = the rest, 99 in 100 with CPE inhibition below about 2.2%; also: strong numbers were not always called active
# ER stress rescue = rescue of cells from ER stress-induced death, primary screen, 384-well, CSM14.1, thapsigargin, ATP luminescence (AID 1222) | CSM14.1 thapsigargin-induced death rescue, ATP luminescence; higher % means a stronger effect | one-dose cellular ATP content (survival), % at 20 µM; EC50 in µM for titrated hits | 190,000 tested, under 10 active;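 active = EC50 below 50 µM in the dose-response confirmation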;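 also: death triggered by thapsigargin at about 15 µM added after 2 h compound pretreatment; cell ATP read after overnight thapsigargin exposure of roughly 18 to 22 hours; normalized against plate controls of thapsigargin alone and 5% DMSO vehicle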
# Salmonella PhoP GFP = inhibitors of PhoP regulon expression, primary screen, Salmonella Typhimurium, GFP reporter (AID 1863); inhibition, % at 50 µM; hits with a dose series show IC50 in µM; hit rate 0.16% among 300,000; S. Typhimurium PhoP-regulated promoter GFP reporter, 4 h; higher % means a stronger effect;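 active = inhibition over 29.93%, a cutoff 3 SD above the screen mean, later confirmed by dose response; inconclusive = inhibition over 29.93% but no dose response follow-up; inactive = inhibition at most 29.93% or unconfirmed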;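 also: 0% = low Mg2+ inducing control and 100% = high Mg2+ repressing control; strong numbers were not always called active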
# GPR35 antagonists = GPR35 antagonists blocking zaprinast-driven arrestin recruitment, primary screen, imaging, U2OS, beta-arrestin-GFP, zaprinast agonist (AID 2058) | U2OS GPR35 beta-arrestin-GFP translocation imaging, zaprinast antagonism; higher % means a stronger effect | one-dose inhibition, % at 10 µM; IC50 in µM for titrated hits | hit rate 0.052% among 290,000;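 active = inhibition of at least 50% with at least 30 cells and total cytoplasm GFP at most 10,000,000; inconclusive = under 30 cells or total GFP of 10,000,000 plus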
# RSV antiviral HEp-2 = RSV antiviral activity via CPE protection, HEp-2 cells, primary 10 µM value included (AID 2391); HEp-2 cells, RSV-induced CPE inhibition; higher % means a stronger effect; one-dose CPE inhibition, % at 10 µM; IC50 in µM for titrated hits; hit rate 0.13% among 310,000; in the data active = a potency from the dose series; inconclusive = CPE inhibition mostly from about 23% at the one dose, without a potency; inactive = the rest, 99 in 100 with CPE inhibition below about 21%; also: strong numbers were not always called active
# NS5 inhibitors pilot replicate = recorded beside NS5 inhibitors, whose call it bears; inhibition, %; measured here: pilot screen replicate inhibition
# * = called active by the depositor; ? = inconclusive; / = no result given. Not a hit list. About 1.5% of those tested had a hit in this group.
SMILES,SV40 large T antigen,LYP inhibition,MgcRacGAP inhibition,NS5 inhibitors,West Nile antiviral,ER stress rescue,Salmonella PhoP GFP,GPR35 antagonists,RSV antiviral HEp-2,others
Cc1cccc(C(=O)N(Cc2cccs2)C2CCS(=O)(=O)C2)c1 (stereo not drawn),11%,-11%,15%,1%,-0.5%,/,-5%,16%,3.1%,
CCOc1ccc(/C=N/NC(=O)C(=O)N2CCCCCC2)c2ccccc12,/,0%,5%,-10%,-0.6%,/,/,6%,/,
COc1ccccc1CN1CC(C(=O)NCc2cnn(C)c2)CCC1=O (stereo not drawn),21%,-9%,6%,4%,0.1%,/,-6%,-2%,0.6%,
COc1ccc(Oc2nc(OC)cc(OC)n2)cc1,10%,-2%,13%,4%,-0.7%,-1.1%,6%,-8%,2.9%,
O=C(NCCOCC(F)(F)C(F)F)c1cc(F)c(F)cc1Cl,1%,-3%,12%,-2%,0.5%,-1.0%,-8%,-18%,-0.9%,
O=C(OC[C@@H]1CCCN2CCCC[C@H]12)c1cc2ccccc2oc1=O,1%,-2%,10%,-5%,-0.8%,0.8%,2%,1%,1.2%,
O=C1CC(c2ccccc2)CC(=NCCO)/C1=C(\O)CCCN1C(=O)c2ccccc2C1=O (stereo not drawn),1%,-9%,3%,-1%,-0.1%,-0.9%,7%,-9%,3.1%,
O=C(c1cccc(Cl)c1)N1CCN(Cc2ccncc2)CC1,3%,0%,100µM*,6%,0.0%,-0.3%,0%,8%,/,
O=C(O)CSc1nnc(COc2ccc([N+](=O)[O-])cc2)n1-c1ccccc1,5%,-3%,8%,-5%,0.9%,0.5%,-4%,5%,1.9%,
COCC(=O)N1CCC(Oc2ccc(C(=O)NCc3cc(C(C)C)no3)cc2)CC1,18%,-9%,-4%,-3%,0.2%,/,-1%,6%,0.7%,
Nc1c(N(CCO)C(=O)/C=C/c2ccco2)c(=O)[nH]c(=O)n1Cc1ccccc1,18%,-3%,12%,-14%,/,-0.2%,-2%,-11%,1.4%,
N#C/C(=C/c1ccc(OCc2ccccc2)cc1)C(=O)NC1CCCCC1,0%,-16%,3%,2%,-1.5%,-1.7%,-8%,3%,0.0%,
CCN(CC)S(=O)(=O)c1cc(C(=O)Nc2cccnc2)ccc1Cl,6%,-5%,6%,2%,0.2%,2.0%,15%,17%,-1.0%,
CCOc1ccccc1NC(=O)c1nnn(-c2ccc3c(c2)OCCO3)c1N,4%,-4%,1%,-14%,0.6%,/,9%,7%,39%,
O=C(Nc1cccc([N+](=O)[O-])c1)c1ccc2ccccc2c1O,12%,-2%,9%,-1%,3.3%,/,-4%,3%,0.9%,
Cc1ccc(Nc2nnc(SC3CCOC3=O)s2)c(C)c1 (stereo not drawn),-5%,-4%,9%,-3%,0.0%,-2.1%,4%,25%,0.4%,
CC(C)COc1ccc(CN=C(N)N=C(N)N)cc1Cl,20%,-6%,3%,-5%,-0.4%,-1.3%,16%,3%,1.5%,
CC(C)OCC(O)CN1CCN(C(c2ccccc2)c2ccccc2)CC1 (stereo not drawn),-3%,-13%,2%,-3%,-1.2%,-0.8%,-1%,-12%,-0.8%,
O=[N+]([O-])c1cccc(-c2nc(Oc3ccc(Cl)cc3)c3ccccc3n2)c1,3%,-4%,/,/,0.0%,-2.7%,-12%,-20%,0.2%,
Cc1nc2nc(-c3ccccc3)nn2c(C)c1Cl,/,/,6%,-4%,-0.3%,/,/,/,41%,
Cc1sc2ncn(CC(=O)NCC(=O)N3CCN(c4ccccc4F)CC3)c(=O)c2c1C,6%,-7%,10%,-4%,0.9%,/,-2%,18%,1.0%,
O=C(CSc1nc(-c2ccco2)cc(C(F)(F)F)n1)Nc1ccc(C(=O)N2CCCCC2)cc1,-3%,3%,4%,3%,-0.2%,1.7%,7%,-24%,6.7%,
CCCn1c(N)c(N(CCOC)C(=O)C(C)Oc2ccc(F)cc2)c(=O)[nH]c1=O (stereo not drawn),15%,/,9%,-6%,/,/,-3%,/,0.1%,
COc1ccc(-c2[nH]c(-c3ccccc3)nc2SCC(=O)NCc2ccco2)cc1OC,7%,0%,8%,-1%,-0.1%,3.2%,-1%,6%,0.8%,
CS(=O)(=O)N(CC(=O)N1CCN(Cc2ccccc2)CC1)c1ccc(F)cc1,10%,3%,16%,2%,-0.2%,/,-3%,-10%,1.5%,
CCOc1ccccc1C(=O)Nc1cc(C(=O)NCC(C)C)ccc1Cl,-13%,-5%,/,/,-1.9%,3.0%,3%,-11%,-1.7%,
Cc1ccc(-c2nnn(CC(=O)N(c3cccc(F)c3)C(C(=O)NC3CCCC3)c3ccco3)n2)o1 (stereo not drawn),-7%,-4%,2%,-6%,0.4%,-1.0%,3%,-14%,2.5%,
COc1ccccc1Nc1nnc(SCc2cc(=O)n3cc(C)ccc3n2)s1,-7%,-12%,11%,-3%,0.6%,-1.7%,6%,-11%,?,
Cc1cc(C)c(S(=O)(=O)N2CCOC2CNC(=O)C(=O)NCc2ccncc2)c(C)c1 (stereo not drawn),-3%,-5%,-11%,1%,-0.3%,/,10%,12%,0.6%,
CN(C)S(=O)(=O)c1ccc2c(c1)/C(=C/c1cc3c([nH]1)CCCC3)C(=O)N2,9%,/,1%,-7%,/,/,-6%,/,5.2%,
Cc1ccc(C)c(OCCCNC2CCCC2)c1C,10%,-5%,14%,-4%,-0.5%,-0.6%,-8%,-2%,-1.9%,
CCc1nc2ccc(C(=O)N3CCN(c4ccccc4F)CC3)cc2nc1CC,9%,-3%,6%,-8%,-0.2%,/,-13%,-1%,0.9%,
CCOC(=O)C1(CC2CCCCO2)CCN(Cc2nc3ccccc3nc2C)CC1 (stereo not drawn),23%,-2%,/,/,-0.2%,-0.2%,-12%,0%,1.0%,
COc1ccc(NC(=O)c2ccc(-n3cccn3)c([N+](=O)[O-])c2)cc1,12%,-4%,10%,7%,-0.1%,-0.4%,0%,3%,0.5%,
COC(=O)/C(=C/N(C)C)C(=O)N1CCN(c2ccc(Cl)c(Cl)c2)CC1,25%,1%,4%,/,-1.4%,-10%,-6%,-9%,3.0%,
CCOC(=O)C(C(=O)OCC)=C1OC(=O)c2ccccc21,2%,1%,9%,-6%,0.7%,-0.5%,-3%,-10%,-0.6%,NS5 inhibitors pilot replicate=0.0
COc1cccc(-c2ccc(SCC(=O)NCCc3ccccc3)nn2)c1,5%,1%,6%,-7%,-1.0%,1.6%,12%,-10%,2.2%,
Cc1cccc2c1cnn2C(=O)CCC(=O)N1CC(C)CC(C)C1 (stereo not drawn),-7%,-6%,-2%,-2%,-0.1%,/,/,4%,-0.2%,
CCN1C(=O)CCCc2ccccc21,-7%,3%,6%,-2%,0.5%,-0.6%,2%,-2%,2.1%,
COc1ccc([N+](=O)[O-])cc1NC(=S)NC(C)=O,11%,-6%,6%,-5%,-0.1%,0.1%,-1%,-10%,2.5%,
CCc1ccccc1NC(=O)C1CCN(S(=O)(=O)c2ccc3c(c2)N(C(C)=O)CCO3)CC1,9%,-10%,9%,-10%,-0.4%,/,0%,-2%,1.9%,
COc1ccc(NC2CCCN(C(=O)c3ccc(C)c(N4CCNC4=O)c3)C2)cc1 (stereo not drawn),23%,-8%,129µM*,0%,0.0%,/,9%,-17%,-0.9%,
CC1(C(=O)N(CC(=O)NC2CCCC2)C2CCCC2)CC(=O)N=C2C=CC=CN21 (stereo not drawn),1%,-9%,4%,-1%,0.6%,-0.6%,1%,18%,0.8%,
O=C(CN1CCC(NC(=O)C2CC2)CC1)Nc1ccccc1[N+](=O)[O-],-6%,1%,4%,-8%,-0.1%,/,2%,11%,3.5%,
N#CCC(=O)Nc1ccc(C(=O)OC(C(=O)Nc2cc(C(F)(F)F)ccc2Cl)c2ccccc2)cc1 (stereo not drawn),9%,/,5%,-8%,/,/,0%,/,11%,
Cc1nc2ccccc2c2oc(C(=O)N3CC(C)CC(C)C3)cc12 (stereo not drawn),18%,2%,10%,-2%,2.6%,/,-1%,-23%,2.2%,
Cc1ccc(/C=N/NC(=O)c2ccc3nc[nH]c3c2)o1,24%,3%,-9%,8%,0.6%,/,4%,4%,/,
COc1ccc(CCNC2CC(=O)N(CCc3ccc(OC)c(OC)c3)C2=O)cc1OC (stereo not drawn),12%,0%,13%,-4%,0.4%,-2.7%,-1%,5%,/,
Cc1c(C(=O)N(Cc2cccc(Br)c2)C2CCS(=O)(=O)C2)oc2ccccc12 (stereo not drawn),5%,-4%,10%,-3%,-0.3%,/,1%,-16%,11%,
COC(=O)Cc1ccc(NC(=O)c2ccc(C(C)(C)C)cc2)cc1,-2%,-2%,12%,-2%,-0.1%,-2.7%,-1%,2%,0.6%,

# Molecules listed so far with an aryl thioether with sulfur outside any ring:
SMILES,SV40 large T antigen,LYP inhibition,MgcRacGAP inhibition,NS5 inhibitors,West Nile antiviral,ER stress rescue,Salmonella PhoP GFP,GPR35 antagonists,RSV antiviral HEp-2,others
O=C(O)CSc1nnc(COc2ccc([N+](=O)[O-])cc2)n1-c1ccccc1,5%,-3%,8%,-5%,0.9%,0.5%,-4%,5%,1.9%,
Cc1ccc(Nc2nnc(SC3CCOC3=O)s2)c(C)c1 (stereo not drawn),-5%,-4%,9%,-3%,0.0%,-2.1%,4%,25%,0.4%,
O=C(CSc1nc(-c2ccco2)cc(C(F)(F)F)n1)Nc1ccc(C(=O)N2CCCCC2)cc1,-3%,3%,4%,3%,-0.2%,1.7%,7%,-24%,6.7%,
COc1ccc(-c2[nH]c(-c3ccccc3)nc2SCC(=O)NCc2ccco2)cc1OC,7%,0%,8%,-1%,-0.1%,3.2%,-1%,6%,0.8%,
COc1ccccc1Nc1nnc(SCc2cc(=O)n3cc(C)ccc3n2)s1,-7%,-12%,11%,-3%,0.6%,-1.7%,6%,-11%,?,
COc1cccc(-c2ccc(SCC(=O)NCCc3ccccc3)nn2)c1,5%,1%,6%,-7%,-1.0%,1.6%,12%,-10%,2.2%,
